KB-3-1 cytotox: kills parental KB-3-1 adenocarcinoma cells. KB-3-1 viability, CellTiter-Glo ATP luminescence, 72 h. Potency, µM (highest dose often 46.1 µM), without a hit: top-dose activity change, negative = cytotoxic, usual class: cytotoxic. hit rate 1.4% among 400,000. AID 1347075; note: potency is the fitted concentration of half-maximal effect; % is set by controls: 0 for no effect and ±100 for the full control effect; nearly all actives have a fitted effect of over 60% in size
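Multi-concentration cytotoxicity screen in KB-3-1 cells grown in DMEM lacking phenol red with 10% FBS. After 72 h at 37 °C with compound, ATP-dependent luminescence was recorded.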
KB-V1 cytotox: kills drug-selected multidrug resistant KB-V1 cells; Potency, µM (doses to about 46.1 µM), for inactives: at the highest dose activity change, negative = cytotoxicity, most hits filed as cytotoxic; hit rate 3.4% among 400,000; KB-V1 MDR cells viability, CellTiter-Glo, 72 h; note: potency is the fitted concentration of half-maximal effect; % is set by controls: 0 for no effect and ±100 for the full control effect; nearly all actives have a fitted effect of over 60% in size
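Cells of the MDR subline KB-V1 are plated, dosed with compound at multiple concentrations, and incubated 72 h at 37 degrees C; CellTiter-Glo is then added and luminescence read after 10 min.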
MCF10A rereplic: inducers of DNA re-replication in MCF 10A breast cells; MCF 10A DNA re-replication, Hoechst nuclear intensity, 48 h; Potency, µM (titrated, usually from 46.1 µM), for the others: at the top dose activity, positive = re-replication, hits mostly activators; hit rate 2.9% among 350,000; note: potency is the fitted concentration of half-maximal effect; % of control where 0% means no effect; nearly all actives have a fitted effect of over 50% in size
IL1B secr inh: inhibitors of inflammasome signaling (IL-1 beta secretion); THP-1 LPS/ATP IL-1B secretion, AlphaLISA, 16 h; hits give low values; activity change, % at 57.5 µM; hit rate 4.7% among 360,000; AID 743279; in the data active = activity change below about -50%; inconclusive = mostly about -30% to -49%; note: % is set by controls: 0 for no effect and ±100 for the full control effect
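Secreted IL-1B measured by AlphaLISA bead assay after 16 h compound exposure of THP-1 cells; compounds (final up to 57.5 uM) added 1 h before LPS (250 ng/mL) and ATP (1.25 mM) stimulation; lower signal means less secretion.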
SW480 rerep: induces DNA re-replication in SW480 colon adenocarcinoma cells. SW480 DNA re-replication, Hoechst DNA content imaging, 48 h. Potency, µM (top dose mostly 46.1 µM), inactives show at the top dose re-replication activation, usual class: activators. hit rate 1.8% among 340,000. AID 624297; note: potency is the fitted concentration of half-maximal effect; % of control where 0% means no effect; nearly all actives have a fitted effect of over 55% in size
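Compounds, transferred as 23 nL by pin tool, were incubated with cells for 48 hr; DNA content per nucleus was then quantified by Hoechst staining and fluorescence plate imaging.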
HT1080 IDH1KD tx: kills HT-1080 cells with IDH1 knockdown. HT-1080 IDH1 knockdown viability, ATP luminescence, 48 h. Potency, µM (top dose mostly 46.1 µM), for the others: top-dose activity, negative = toxicity, most hits filed as cytotoxic. hit rate 2% among 360,000. AID 686971;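 note: potency is the fitted concentration of half-maximal effect; 0% = DMSO wells and -100% = cell-free medium wells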
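Assay cells: HT-1080 with IDH1 knockdown, 750 per well, RPMI/5% FBS. Exposure: 48 h at 37 °C following 2 h pre-incubation. Read: CellTiter-Glo luminescence; fitted concentration-response, curve class assigned.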
DRD3 agonist: activates the human D3 dopamine receptor | D3R DiscoveRx beta-arrestin cells, luminescence, 90 min | hit rate 0.58% among 410,000 | P35462 | max activation, %; in the data active = max activation above about 30%; note: 0% is about no effect; mostly tested at two doses, the higher about 12 µM
Target sequence (P35462 whole entry, looked up): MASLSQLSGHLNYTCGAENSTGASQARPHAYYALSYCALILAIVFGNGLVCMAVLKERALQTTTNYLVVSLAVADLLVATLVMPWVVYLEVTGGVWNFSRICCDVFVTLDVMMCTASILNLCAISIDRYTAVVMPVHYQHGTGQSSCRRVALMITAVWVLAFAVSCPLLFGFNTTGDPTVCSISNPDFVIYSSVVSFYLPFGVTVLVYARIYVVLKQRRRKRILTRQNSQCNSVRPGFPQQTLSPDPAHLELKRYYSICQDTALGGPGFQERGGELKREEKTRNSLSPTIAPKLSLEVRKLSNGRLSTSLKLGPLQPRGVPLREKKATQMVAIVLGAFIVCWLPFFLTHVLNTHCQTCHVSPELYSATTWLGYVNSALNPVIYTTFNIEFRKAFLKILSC
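Agonist mode: compounds and dopamine controls were applied to plated cells for 90 min at 37 degrees C after an overnight attachment at 1500 cells/well. Luminescent read-out followed 30 - 60 minutes at room temperature with DiscoveRx detection reagent.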
HT1080-NT tox: kills 2HG-producing HT-1080-NT fibrosarcoma cells. HT-1080-NT fibrosarcoma viability, CellTiter-Glo ATP luminescence, 48 h. Potency, µM (doses to about 46.1 µM), for inactives: top-dose activity, negative = less viability, actives largely listed as cytotoxic. hit rate 1.6% among 360,000. AID 686970;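 note: NT is the 2HG producing partner of a matched IDH1 knockdown line; potency is the fitted concentration of half-maximal effect; 0% = DMSO-treated cells and -100% = media-only wells without cells; nearly all actives have a fitted effect of over 55% in size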
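750 cells/well, RPMI + 5% FBS; 2 h settle, compound pin-transfer, 48 h at 37 degrees C. CellTiter-Glo 10 min RT, luminescence. Normalized to DMSO and media-only wells.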
GLP1R cytotox: cytotoxic in the GLP-1 receptor inverse agonist counter-screen | HEK293 cAMP-luciferase reporter cells, luminescence, 24 h | Potency, µM (doses to about 38.3 µM), for inactives: at the highest dose activity change, negative = inhibition, usual class: inhibitors | hit rate 0.13% among 410,000;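 note: loss of luciferase light is scored as toxicity; potency is the fitted concentration of half-maximal effect; % is set by controls: 0 for no effect and ±100 for the full control effect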
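Quantitative HTS format, 1536 wells, 200 cells/uL seeded. Compounds: 23 nL, 24 h, 37 °C. Detection: luciferase reagent, luminescence at 12 min RT; decreased signal taken as cytotoxic.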
* marks the source's active call; other numbers are inactive results; u = inconclusive; x = no result given; [ ] = remark or other dose. Unless noted, calls come from the whole dose curve; as a rule, active = well fitted curve in the direction sought with a large enough effect; inconclusive = small, poorly fitted or top-dose-only effect, or another doubt; inactive = no such curve, though single readings can be large; an effect the other way counts as inactive or inconclusive.

Below each SMILES – KB-V1 cytotox | GLP1R cytotox | IL1B secr inh | HT1080 IDH1KD tx | HT1080-NT tox | KB-3-1 cytotox | DRD3 agonist | SW480 rerep | MCF10A rereplic
COC(=O)c1ccc(C(=O)OC)c(NC(=O)COC(=O)CC2CC3CCC2C3)c1 (stereo not drawn)
 : -6% | -1% | 8 | 2% | 5% | 8% | 14 | -4% | -4%
Cc1ccc(NC(=O)c2ccc(C#CC3(O)CCCCC3)cc2)cc1C
 : -5% | -8% | 2 | 3% | 6% | 3% | -8 | 0% | 2%
O=[N+]([O-])c1ccc(/C([O-])=C(/C(=S)Nc2ccccc2F)[n+]2ccccc2)cc1
 : 23% | 2% | 3 | 5% | 8% | -5% | 5 | 1% | 8%
C=CCOc1ccc2c(c1)c(S(=O)(=O)c1ccc(C)cc1)cn2COC
 : u | -2% | -5 | 0% | u | -3% | 3 | 7% | 14%
CCOc1ccc(C(=O)Nc2cccc(-c3nc4ccccc4[nH]3)c2C)cc1[N+](=O)[O-]
 : -29% | -9% | u | -23% | -12% | 0% | -12 | 18% | 30%
Cc1nc(C)c(-c2csc(Nc3ccc(N)cc3)n2)s1
 : 3% | -30% | -19 | -6% | -20% | -23% | -8 | 1% | 27%
COCC(=O)N1CCC(Oc2ccc(C(=O)NCc3cc(C)n(C)n3)cc2)CC1
 : 6% | -7% | 16 | 0% | -1% | 2% | -8 | -6% | 0%
COc1ccc(C(CNC(=O)CNC(=O)c2cccc(C)c2)N2CCCCC2)cc1 (stereo not drawn)
 : -13% | -12% | -5 | 7% | 5% | -3% | -27 | 12% | 8%
S=c1[nH]nc(NCCc2ccccc2)s1
 : 11% | 1% | 1 | 3% | 4% | 16% | 1 | -19% | -8%
CCOC(=O)c1c(C)[nH]c(O)c1C=Nc1ccc(C(F)(F)F)cc1
 : -12% | -22% | -5 | -8% | -2% | 0% | 3 | 2% | 28%
CCCCNC(=O)CSc1nc2ccc(N3CCOCC3)cc2c(=O)n1CCc1ccccc1
 : 0.58µM* | 10% | 21 | 6% | 1% | 0% | 7 | -3% | 5%
O=C(CCNC(=O)Cn1ccc2ccccc2c1=O)NCCc1ccc(Cl)cc1
 : 4% | 9% | -5 | 5% | 13% | 10% | 1 | 3% | 2%
O=C1c2ccccc2-c2ncnc3c(N4CCOCC4)cc(N4CCOCC4)c1c23
 : 0% | -31% | -67* | 1% | -15% | -1% | 1 | -8% | 0%
CCN(CC)S(=O)(=O)c1ccc(N/N=C/c2ccccc2OCC(=O)O)c([N+](=O)[O-])c1
 : -1% | u | 11 | -10% | -23% | 9% | -9 | -1% | -14%
CC(OC(=O)c1ccc(Cl)cc1O)C(=O)NCCC1=CCCCC1 (stereo not drawn)
 : -2% | -16% | u | -7% | 0% | -5% | -16 | -2% | u
O=C(Nc1ccc(F)c(F)c1)c1ccco1
 : 1% | -23% | 1 | 12% | 0% | -8% | -11 | -71%[inhibitor] | -9%[9.22 µM]
Cc1ccccc1-n1c(=O)n(Cc2ccco2)c(=O)c2[nH]cnc21
 : -5% | 1% | -1 | -2% | 3% | -2% | -4 | -5% | -2%
S=c1[nH]nc(-c2cc(-c3ccco3)[nH]n2)n1-c1cccc2ccccc12
 : -17% | 1% | u | -15% | -4% | u | -6 | 4% | 0%
COc1ccc(-c2nc3n(c2C)CCC3)cc1
 : -2% | -8% | -11 | 13% | 16% | 1% | 9 | -35%[inhibitor] | u
Cc1ccccc1OCC(=O)Nc1ccc(C(=O)Nc2ccccc2C(=O)O)cc1
 : u | -5% | 49 | -22% | -17% | -1% | 8 | -4% | 0%

Ordered by molar mass (high to low): part of the list above
Below each SMILES – KB-V1 cytotox | GLP1R cytotox | IL1B secr inh | HT1080 IDH1KD tx | HT1080-NT tox | KB-3-1 cytotox | DRD3 agonist | SW480 rerep | MCF10A rereplic
O=[N+]([O-])c1ccc(/C([O-])=C(/C(=S)Nc2ccccc2F)[n+]2ccccc2)cc1
 : 23% | 2% | 3 | 5% | 8% | -5% | 5 | 1% | 8%
S=c1[nH]nc(-c2cc(-c3ccco3)[nH]n2)n1-c1cccc2ccccc12
 : -17% | 1% | u | -15% | -4% | u | -6 | 4% | 0%
Cc1ccc(NC(=O)c2ccc(C#CC3(O)CCCCC3)cc2)cc1C
 : -5% | -8% | 2 | 3% | 6% | 3% | -8 | 0% | 2%

More entries follow:
Below each SMILES – KB-V1 cytotox | GLP1R cytotox | IL1B secr inh | HT1080 IDH1KD tx | HT1080-NT tox | KB-3-1 cytotox | DRD3 agonist | SW480 rerep | MCF10A rereplic
COC(=O)c1sc(NC(=S)NC(=O)c2ccc(C)cc2)nc1C
 : u | 30% | x | 15% | 17% | -4% | 6 | -14% | -12%
Cc1cccc2sc(N(CCCN(C)C)C(=O)c3ccco3)nc12
 : -30% | -30% | x | u | -10% | u | -4 | u | 25%
Cc1cc(C)c(S(=O)(=O)n2ccc3ccccc32)c(C)c1
 : u | 7%[1.53 µM] | 15 | 3% | 5% | 23µM* | 3 | 19% | u
O=C(NC1CCC(O)CC1)c1ccc(-c2ccc(Cl)cc2)o1 (stereo not drawn)
 : -14% | -7% | -62* | 0% | -2% | -10% | 3 | -3% | 12%
Cc1c(C(=N)C(C#N)C#N)c(=N)oc2c1ccc1ccccc12
 : -1% | -2% | 25 | -12% | -5% | 1% | 0 | 9% | 5%
Cc1cc2nc(C3CCN(C(=S)NCC(C)C)CC3)[nH]c2cc1C
 : 2% | -9% | -5 | -20% | -6% | u | 3 | -3% | 22%
CN(CCc1ccccc1)C(=O)c1cccc(NC(=O)Cc2cccc(NC(=O)C3CCCN(C(=O)CCc4ccccc4)C3)c2)c1 (stereo not drawn)
 : -2% | -9% | -21 | -21% | -19% | 0% | -9 | 1% | 3%
Cc1cc(Br)c2c(c1)/C(=C/C(=O)c1cccs1)C(=O)N2
 : 12% | 5%[7.66 µM] | -109* | -22% | u | 4% | -3 | u | u
COc1ccc(C(C)=O)cc1CSc1nc2cc(Cl)ccc2o1
 : -26% | 0% | -1 | -17% | -17% | -14% | 1 | -2% | 16%
CC(=O)N1CCCc2cc(S(=O)(=O)NC(C(=O)NC3CCCCC3)C(C)C)ccc21 (stereo not drawn)
 : -18% | 10% | -2 | -4% | -3% | 18% | -1 | u | 0%
CCN(c1cccc(C)c1)C1C(=O)c2ccccc2N1C(C)=O (stereo not drawn)
 : 12% | 0% | 30 | 9% | 5% | -1% | 5 | -10% | 2%
CC12CCC(C(=O)NNC(=O)c3ccccc3)(OC1=O)C2(C)C (stereo not drawn)
 : -16% | 5% | 4 | -2% | -2% | -5% | 4 | -15% | u
O=C(CCN1CCN(Cc2ccccc2)CC1)NNC(=O)Nc1cccc(Cl)c1
 : 1% | -9% | -21 | -3% | -10% | -2% | -26 | 3% | 14%
Cc1cc(NC(=O)CSc2nnc(C)n2-c2ccccc2C)no1
 : -13% | 19% | 4 | 3% | 19% | 13% | -4 | 2% | -4%
NC(=O)c1nn(CC(=O)Nc2cccc(S(=O)(=O)N3CCCC3)c2)c(=O)c2ccccc12
 : -3% | 10% | 15 | 2% | 4% | 0% | -2 | -9% | 0%
COc1ccc2nc3sc(C(=O)N4CCN(c5ccccc5)CC4)cc3cc2c1
 : 0% | -6% | x | x | x | 14% | 0 | x | x
O=C(c1ccccc1NS(=O)(=O)c1cccs1)N1CCOCC1
 : 2% | 2% | -7 | -3% | 9% | -3% | 16 | -6% | 20%
CCN1C(=O)C2C(c3cccc(F)c3)NC(CC)(C(=O)OC)C2C1=O (stereo not drawn)
 : u | 4% | 0 | -3% | -3% | 3% | -3 | -5% | 3%
COc1ccc(/C=C/C(=O)OCC(=O)N2CCCC2)c(OC)c1
 : 12µM* | -6% | -3 | 20% | 10% | 8% | 6 | -3% | 2%
CCC(=O)Nc1c(-c2ccc(OC)cc2)c(=O)c2ccccc2n1C
 : 8% | -17% | 21 | 15% | 12% | 4% | 18 | -12% | -1%
COc1nc(N(C#N)CC(N)=O)nc(N2CCCC2)n1
 : 1% | 6% | 7 | -4% | -4% | 13% | 0 | -7% | 1%
COc1ccccc1N(CN1CCCC1=O)C(=O)c1ccccc1F
 : -18% | -2% | 20 | -2% | 9% | 3% | -1 | 1% | -2%
Cc1cc(C)nc(N/N=C/c2cc(Br)ccc2O)n1
 : 0% | -22% | 126 | u | -4% | -7% | -18 | u | u
COc1cccc(NC(=O)N2CCc3nc(Nc4cc(Cl)cc(Cl)c4)ncc3C2)c1
 : 6% | -19% | -54* | -13% | u | u | 12 | x | x
CCCCN1C(=N)N([C@@H](CCC)CN2CCC[C@H]2CN2C(N)=NC[C@@H]2Cc2ccccc2)C[C@H]1Cc1ccccc1
 : -1% | 15% | u | 2% | 1% | -1% | -48 | -1% | -5%
COc1ccccc1-c1nnc(-c2ccc(N3CCOCC3)cc2)o1
 : -2% | -8% | u | 6% | 4% | 12% | 7 | -27% | 0%

Entries of single compounds, looked up by structure:
Cc1c(C(=N)C(C#N)C#N)c(=N)oc2c1ccc1ccccc12 is listed as KB-V1 cytotox = -1%; GLP1R cytotox = -2%; IL1B secr inh = 25; HT1080 IDH1KD tx = -12%; HT1080-NT tox = -5%; KB-3-1 cytotox = 1%; DRD3 agonist = 0; SW480 rerep = 9%; MCF10A rereplic = 5%
COc1ccc(/C=C/C(=O)OCC(=O)N2CCCC2)c(OC)c1 is listed as KB-V1 cytotox = 12µM*; GLP1R cytotox = -6%; IL1B secr inh = -3; HT1080 IDH1KD tx = 20%; HT1080-NT tox = 10%; KB-3-1 cytotox = 8%; DRD3 agonist = 6; SW480 rerep = -3%; MCF10A rereplic = 2%
